# DAT uptake mod: changed human dopamine transporter uptake under cocaine IC80. Q01959. LLC-PK1 hDAT cells, [14C]-dopamine uptake with cocaine IC80; actives deviate in either direction. B-score at 10 µM. 110,000 compounds, 1.3% hits. AID 449768;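 active = Z score or B-score, a plate-position-corrected score, falls beyond the plate's 99.7% confidence bounds, in either direction; inactive = both scores lie inside the 99.7% bounds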;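 also: scored against the spread of the other compound wells on the same plate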
# Target sequence (Q01959 whole entry, looked up): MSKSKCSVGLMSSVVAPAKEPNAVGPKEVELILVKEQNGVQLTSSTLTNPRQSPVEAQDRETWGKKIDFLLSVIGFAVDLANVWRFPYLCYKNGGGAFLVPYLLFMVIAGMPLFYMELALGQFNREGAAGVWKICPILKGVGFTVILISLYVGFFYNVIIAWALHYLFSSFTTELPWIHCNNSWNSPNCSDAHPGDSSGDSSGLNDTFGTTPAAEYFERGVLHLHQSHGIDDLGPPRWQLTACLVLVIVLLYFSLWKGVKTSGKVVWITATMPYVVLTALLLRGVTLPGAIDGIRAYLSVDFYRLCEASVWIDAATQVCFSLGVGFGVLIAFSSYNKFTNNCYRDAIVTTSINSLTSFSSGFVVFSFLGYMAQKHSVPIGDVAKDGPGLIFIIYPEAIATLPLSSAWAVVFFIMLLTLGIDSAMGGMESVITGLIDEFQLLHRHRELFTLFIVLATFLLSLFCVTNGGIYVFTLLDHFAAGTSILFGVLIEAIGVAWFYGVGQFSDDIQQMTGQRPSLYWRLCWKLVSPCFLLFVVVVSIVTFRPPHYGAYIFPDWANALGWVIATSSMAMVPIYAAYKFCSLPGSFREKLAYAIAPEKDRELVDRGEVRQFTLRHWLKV
# PostGolgi yeast: growth inhibition of a yeast mutant, post-Golgi transport screen. post-Golgi transport phenotypic cell assay. inhibition, % at 10 µM. 98,000 compounds, 0.9% hits. AID 739;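 also: yeast cells grown in 1536-well plates; yeast grown about 18 h at 30C before absorbance read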
# CYP2C19 inh: inhibitors of human CYP2C19 | CYP2C19 Supersomes, luciferin-H EGE luminescence, 30 min | inhibition, % at 5 µM | 96,000 compounds, 21% hits;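 active = CYP2C19 inhibition above a set limit at 5 µM in the primary screen, cut at about 50% in these data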;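 also: plate controls were negative control wells for no effect and 2.5 mM tranylcypromine positive control for full effect; values of inactives mirror those of a sister screen read the other way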
# S1P2 ag: activates the human S1P2 receptor; O95136; S1P2-expressing cell line, agonist reporter read-out; activation, % at 4.5 µM; 97,000 compounds, 0.46% hits; in the data active = activation above about 16%;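 also: 0% = vehicle low control and 100% = maximal reference agonist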
# PostGolgi ctrl: growth of the yeast control strain, post-Golgi counter-screen; efflux-deficient yeast background strain, growth absorbance A615, 16 h; inhibition, % at 10 µM; 98,000 compounds, 5% hits; AID 738
# CYP2C19 act: increases human CYP2C19 enzyme activity. activation factor at 5 µM. recombinant CYP2C19, luciferin-H EGE luminescence; stronger effect = higher value; 0 = fully inhibited enzyme, 1 = untreated enzyme. AID 1025. 96,000 tested, under 10 active;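 active = activation factor of at least 2 at 5 µM in the primary screen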;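 also: 0 = wells with 2.5 mM tranylcypromine and 1 = vehicle-only wells; values of inactives mirror those of a sister screen read the other way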
# sEH inhibitor: inhibitors of human soluble epoxide hydrolase. P34913. recombinant human sEH enzymatic activity assay. inhibition, % at 2 µM. 91,000 compounds, 0.34% hits; in the data active = inhibition above about 80%; also: values of inactives mirror those of a sister screen read the other way; many of its hits are not listed in these tables
# sEH act: soluble epoxide hydrolase (human) activation. purified human sEH enzymatic activity, activator screen. activation, % at 2 µM. 91,000 compounds, 0.04% hits. AID 717; in the data active = activation above about 37%; also: values of inactives mirror those of a sister screen read the other way
# S1P2 blocker: S1P2 (human) receptor antagonism; inhibition, % at 5 µM; cell-based S1P2 antagonist assay, inhibition at 5 uM; 97,000 compounds, 0.21% hits; O95136; AID 736; in the data active = inhibition above about 45%;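 also: CRE beta-lactamase reporter cells expressing human S1P2 stimulated with S1P; 0% = agonist at EC80 alone and 100% = agonist plus reference antagonist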
# The depositor's hits bear a star; . = not tested or not shown. Rule as the data show it, unless noted: active = inhibition above about 30%; inactive = the rest.
no.	SMILES	DAT uptake mod	PostGolgi yeast	CYP2C19 inh	S1P2 ag	PostGolgi ctrl	CYP2C19 act	sEH inhibitor	sEH act	S1P2 blocker
1	Cc1ccc(-c2noc(CCC(=O)NC3CCCc4ccccc43)n2)cc1 (centres undefined)	-0.0078	25	4	.	12	1	.	.	.
2	COCc1nnc(NS(=O)(=O)c2ccccc2)s1	0.04	-7	-12	-11	-4	1.1	1	-1	-12
3	COc1ccc(N(C(C)=O)C2C=CS(=O)(=O)C2)c(OC)c1 (centres undefined)	-0.045	11	23	-4	-3	0.8	1	0	8
4	COc1ccccc1NC(=O)Nc1ccnn1Cc1cccs1	.	-9	63*	-6	0	0.4	-13	11	10
5	COc1cccc(OCC(O)CO)c1 (centres undefined)	0.71	-3	-1	-3	4	1	5	-7	-9
6	COc1ccc(NC2=C(C(C)=O)C(c3ccc(OC)c(OC)c3)C(C(C)=O)C(C)(O)C2)cc1 (centres undefined)	0.77	.	.	-3	.	.	-1	2	6
7	Cc1cc(C)cc(-n2nnc(C(=O)NCc3ccco3)c2N)c1	0.82	-5	.	-5	8	.	-5	4	-4
8	Cc1ccc(-c2nnn(CC(=O)Nc3cccc4cccnc34)n2)o1	0.034	-9	33	-5	7	0.7	-4	4	15
9	CCOC(=O)Nc1nnc(CCc2ccccc2)s1	-0.39	4	44	-3	7	0.6	-7	6	2
10	CCOC(=O)N1CCN(C(=O)c2cccn3c(=O)c4sccc4nc23)CC1	-0.34	5	26	-1	8	0.7	-9	9	2
11	CCn1c(CNc2nc3ccccc3n2C(C)C)nc2ccccc21	1.2	0	82*	-8	1	0.2	2	1	-4
12	CC(=NCc1ccncc1)C1=C(O)c2ccccc2C1=O	0.89	1	65*	-5	1	0.3	10	-10	-12
13	CCOC(=O)N1CCc2c(sc(NC(C)=O)c2C(N)=O)C1	-0.6	.	.	-7	.	.	-4	3	1
14	CCOc1ccc(C(=O)N2CCCCCC2)cc1	0.56	0	32	-3	1	0.7	12	-10	-16
15	COC(=O)CSc1nnc(-c2ccc3c(c2)OCO3)n1C	-0.61	-17	3	-7	-1	1	-1	2	-2
16	CCCCC(=NCCO)C1=C(O)C(C(=O)OC)C(C)(C)CC1=O (centres undefined)	-1.6	5	9	-3	8	0.9	-12	10	9
17	Cc1cc(C)nc(NC2=NC3CCCCC3N2)n1 (centres undefined)	-0.51	-4	-1	3	7	1	-8	9	-8
18	O=C(Nc1ccc(S(=O)(=O)Nc2nccs2)cc1)c1cc(-c2ccccc2Cl)nc2ccccc12	.	-1	18	-3	9	0.8	2	0	-21
19	COc1ccc(S(=O)(=O)N[C@H](C(=O)O)C(C)C)cc1	0.55	10	-16	-8	1	1.2	-12	16	18
20	COC(=O)C1=C(C)NC(=O)C1(NC(=O)c1cccnc1)C(F)(F)F (centres undefined)	-0.21	4	.	-5	5	.	5	-6	7
21	Cc1noc(C)c1CSc1nc2sc3c(c2c(=O)n1C)CCCC3	0.85	0	19	-1	40*	0.8	-2	2	-14
22	CCN(CC)S(=O)(=O)c1cccc(-c2nnc(SC(C)C(N)=O)n2CCc2ccccc2)c1 (centres undefined)	0.0053	6	46	-8	8	0.5	8	-6	-5
23	N=c1c2c(-c3ccccc3)c(-c3ccccc3)n(Cc3ccco3)c2ncn1Cc1ccccc1	2.4	75*	26	-12	34*	0.7	11	-9	10
24	CCOC(=O)Cc1csc(NC(=O)c2sc3nc4ccc(C)cc4cc3c2N)n1	-0.87	-5	28	-7	-11	0.7	7	-4	9
25	CCOc1ccc(OCC)c(S(=O)(=O)NCCCN2CCOCC2)c1	1	.	.	-4	.	.	-6	9	16
26	O=c1[nH]c(CSc2ncc(-c3ccc(F)cc3)n2Cc2ccco2)nc2ccccc12	0.063	10	32	-2	26	0.7	10	-9	3
27	CCOC(=O)CSc1nnc(CNC(=O)c2cccc(C)c2)n1-c1ccccc1OC	.	22	49	-12	4	0.5	7	-6	-4
28	CC/C(=N/Nc1ccccc1)c1cnnc(-c2ccccc2)n1	-1	.	.	-11	.	.	-5	7	-8
29	CC(NC(=O)CCC1COc2ccccc2O1)c1ccccc1 (centres undefined)	-0.12	2	51*	-5	-8	0.5	9	-9	-11
30	CC(=O)C1C(c2ccc3ncccc3c2)NC(=O)NC1(O)C(F)(F)F (centres undefined)	-1.3	2	.	-2	7	.	-1	1	-3
31	CCOc1ccc(NC(=O)C2=C(C)C(=O)OC23CCC(C)CC3)cc1 (centres undefined)	0.64	-2	90*	-4	3	0.1	-6	3	-9
32	CCCCn1nnnc1SCC(=O)Nc1ccc(C)cc1	-1	-4	71*	-6	-2	0.3	22	-22	-1
33	O=C(OCc1ccc(Cl)c(Cl)c1)c1ccccn1	0.38	-4	96*	-2	2	0	-6	6	11
34	CCCCNC(=O)C(C#N)c1nc2ccccc2nc1N1CCCC1 (centres undefined)	-0.65	-8	8	.	5	0.9	.	.	.
35	Cc1c(C#N)c2ccccc2n1CCOc1ccccc1F	-0.082	3	40	-5	67*	0.6	4	-4	3
36	Cc1ccc(S(=O)(=O)NC(C)(C)CSc2nncn2N)cc1	0.6	4	59*	1	16	0.4	9	-14	0
37	O=C(c1ccc(Br)o1)N1CCN(c2ccccn2)CC1	2.4*	-9	90*	-6	20	0.1	3	2	-7
38	CCS(=O)(=O)n1nc(-c2ccco2)nc1SC	-0.036	-5	35	-1	25	0.7	-4	2	-8
39	COCCn1nnnc1C(c1cccc(C(F)(F)F)c1)N1CCOCC1 (centres undefined)	-0.31	.	.	-3	.	.	16	-12	-16
40	COc1cc(-c2nn3c(-c4cccc(C)c4)nnc3s2)cc(OC)c1OC	-0.83	10	79*	10	27	0.2	-5	6	-27

# Next compounds follow.
entry	compound	DAT uptake mod	PostGolgi yeast	CYP2C19 inh	S1P2 ag	PostGolgi ctrl	CYP2C19 act	sEH inhibitor	sEH act	S1P2 blocker
41	CCC(C)Sc1nc2c(cnn2-c2ccc(C)cc2)c(=O)[nH]1 (centres undefined)	-1.6	2	-4	-3	9	1	15	-17	-5
42	CCCSc1nc(O)c(C2OC(=O)c3c2ccc(OC)c3OC)c(=O)n1C (centres undefined)	0.4	-2	-16	2	-10	1.2	0	4	-37
43	CCN1C(=O)/C(=C\c2cccs2)C(C(=O)OC)=C1C	-0.01	-5	14	0	18	0.9	8	-8	-2
44	CC1CCN(C(=O)c2cc3ccccc3o2)CC1	-0.041	0	86*	-1	2	0.1	-9	9	-15
45	CCOc1ccccc1-n1c(SCC(=O)N(CC)CC)nnc1-c1ccccn1	-1.1	-1	-4	-3	40*	1	1	-4	9
46	COC(=O)c1ccccc1NC(=O)Nc1cc(C)cc(C)n1	-0.97	0	10	-1	11	0.9	12	-10	-10
47	CC(=O)/C(=C/N(C)C)Sc1ccc(C)cc1	-0.19	0	73*	-3	-1	0.3	-3	4	-11
48	COc1cc(OC)c(OC)cc1CNc1cc(C)ccc1OC	-0.73	-5	48	-9	28	0.5	3	-2	23
49	O=C1Nc2ccc(S(=O)(=O)N3CCCC3)c3cccc1c23	-0.56	-4	83*	-4	7	0.2	-10	4	0
50	Cc1cc(N2CCN(C)CC2)nc2ccc(NC(=O)CCC(=O)NCCC3=CCCCC3)cc12	.	.	.	-10	.	.	5	-2	21
51	CN(NC(=O)Nc1ccc(Cl)cc1)c1ncc(C(F)(F)F)cc1Cl	0.14	.	.	2	.	.	18	-16	-15
52	CCOc1ccc(C2C(C(=O)NC)=C(C)Nc3nc4ccccc4n32)cc1OC (centres undefined)	0.3	.	.	-5	.	.	-2	2	1
53	CCCC(CCC)C(=O)Nc1ccncc1	-0.5	5	91*	-3	8	0.1	20	-21	-20
54	CCC(C)N=CC1=C(O)CC(c2ccccc2)CC1=O (centres undefined)	1.1	-9	52*	-6	8	0.5	11	-13	-5
55	CCOC(=O)c1ccccc1NC(=O)Cn1cnc2c1c(=O)n(C)c(=O)n2C	0.85	0	19	-2	-1	0.8	5	-5	2
56	C=CCNC(=S)NNC(=O)c1cccn(Cc2ccc(Cl)cc2Cl)c1=O	-0.15	14	26	-3	8	0.7	7	-9	12
57	Cc1csc(NC(=O)c2ccco2)n1	0.012	4	-5	-5	19	1.1	3	-1	0
58	COc1ccccc1C1SCCN1S(C)(=O)=O (centres undefined)	-0.15	8	57*	-6	15	0.4	-9	8	19
59	CCCCCNC(=O)c1ccc2c(=O)n(CCOC)c(=O)[nH]c2c1	0.24	25	9	-7	-9	0.9	23	-24	-21
60	O=C(O)CCSc1nc(C(F)(F)F)cc(=O)n1-c1ccccc1	-0.25	-14	2	-8	30*	1	-3	6	2
61	O=C(CCc1n[nH]c(=O)[nH]c1=O)N1CCOCC1	-0.24	-2	-7	-6	6	1.1	-16	13	2
62	CCOC(=O)C1C(=O)NC(c2ccccc2)=NC1c1ccc(C(C)C)cc1 (centres undefined)	-0.5	-4	20	-4	3	0.8	3	-3	0
63	Cc1[nH]c2ccccc2c1C(c1ccccn1)N1CCC(C(N)=O)CC1 (centres undefined)	-1.9	2	51*	1	0	0.5	4	-6	9
64	O=C(O)c1ccc(COc2ccc(CO)cc2Cl)cc1	-0.78	0	0	-2	15	1	14	-10	-8
65	Cc1ccc(NC(=O)Cc2ccc(F)cc2)cc1	0.076	-3	97*	-4	19	0	8	-9	0
66	CC(C)C(c1nnnn1C1CCCCC1)N1CCc2ccccc21 (centres undefined)	0.41	-3	0	-6	18	1	-19	22	20
67	COC(=O)CCC(=O)NNC(=O)c1cccc(Cl)c1	-1.3	-8	4	-4	9	1	-3	6	14
68	CCOC(=O)C1CCN(Cc2c(F)cccc2Cl)CC1	1.2	-2	18	-3	-7	0.8	-6	10	-23

# Screens: PubChem, several laboratories
